# RXFP1 agonist: qHTS Assay for Agonists of the Relaxin Receptor RXFP1; HEK293T-RXFP1 cAMP TR-FRET, 30 min; response scale: percent of porcine relaxin response, buffer zero; Potency, µM (doses to about 57.5 µM), for inactives: at the highest dose activation, usual class: activators; 370,000 compounds, 0.3% hits; AID 2676, 2010; also: potency is read from the fitted curve at half-maximal effect; % is scaled to controls: 0 for no effect and ±100 for the full control effect; nearly all actives have a fitted effect of over 60% in size; many of its hits are not listed in these tables
# Target sequence (Q9HBX9 whole entry, looked up): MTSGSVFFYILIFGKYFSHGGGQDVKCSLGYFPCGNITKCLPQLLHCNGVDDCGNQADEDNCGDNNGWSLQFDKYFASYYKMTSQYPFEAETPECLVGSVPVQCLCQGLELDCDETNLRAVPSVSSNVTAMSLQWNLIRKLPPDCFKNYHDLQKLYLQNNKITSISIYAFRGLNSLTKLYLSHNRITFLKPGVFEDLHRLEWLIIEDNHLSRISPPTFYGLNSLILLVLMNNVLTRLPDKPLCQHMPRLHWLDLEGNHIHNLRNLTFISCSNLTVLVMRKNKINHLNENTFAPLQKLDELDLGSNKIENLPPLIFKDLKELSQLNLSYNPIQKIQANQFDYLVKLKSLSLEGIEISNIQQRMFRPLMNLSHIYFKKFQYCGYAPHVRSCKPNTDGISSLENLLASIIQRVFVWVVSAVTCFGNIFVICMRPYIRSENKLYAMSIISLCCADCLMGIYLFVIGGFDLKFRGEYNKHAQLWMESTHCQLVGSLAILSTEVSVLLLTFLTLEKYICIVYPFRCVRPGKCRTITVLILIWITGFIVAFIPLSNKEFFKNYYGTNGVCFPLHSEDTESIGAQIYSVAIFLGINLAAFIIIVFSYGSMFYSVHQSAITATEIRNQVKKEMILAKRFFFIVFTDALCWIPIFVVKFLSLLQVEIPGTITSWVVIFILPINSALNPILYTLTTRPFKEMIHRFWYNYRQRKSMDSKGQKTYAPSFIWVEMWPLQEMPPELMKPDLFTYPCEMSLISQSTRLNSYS
#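 cAMP rise read by TR-FRET after 30 min, 37C compound exposure (up to 58 uM) in RXFP1-transfected HEK293 cells with Ro 20174 present. EC50 from Hill-equation fits, with 29 nM porcine relaxin as 100% and buffer as basal.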
# RXFP1 antagonist: qHTS Assay for Antagonists of the Relaxin Receptor RXFP1. HEK293-RXFP1, relaxin-stimulated cAMP HTRF, 30 min; hits give low values. 350,000 compounds, 0.59% hits. AID 1259400, 2018. activity change, negative = inhibition, % at 57.5 µM. Relaxin receptor 1 (Homo sapiens), Q9HBX9;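 active = activity change of -60% or lower, but not beyond a set lower limit; inconclusive = change between -60% and -40%, or beyond the set limit; inactive = change above -40%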; also: % is scaled to controls: 0 for no effect and ±100 for the full control effect
# TRHR enhancer: qHTS for Small Molecule Agonists and Allosteric Enhancers of Human TRH Receptor: Primary Screen for Enhancers; TRHR cells, fluo-8 calcium fluorescence, EC20 TRH enhancement; enhancement, % at 2 µM; 360,000 compounds, 0.66% hits; AID 493056, 2011; in the data active = enhancement above about 30%; also: 0% is about no effect
#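 TRHR-expressing cells loaded with fluo-8 calcium dye were read kinetically (ex 480/em 530) during compound addition, then stimulated with an EC20 of TRH (10 nM final). Enhancement of the Gq-mediated intracellular calcium response was scored.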
# D2 potentiator: HTS Assay for Positive Allosteric Modulators of the Human D2 Dopamine Receptor: Primary Screen for Potentiators | D(2) dopamine receptor (Homo sapiens), P14416 | HEK293 T-REx D2, calcium flux, EC20 dopamine potentiation | potentiation, % at 10 µM | 340,000 compounds, 0.34% hits | AID 485347, 2010;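 active = potentiation over 3 SD above the plate norm, cut at about 30% in these data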; also: 0% is about no effect
#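 Tetracycline-induced HEK293 T-REx cells force-coupled to calcium signalling expressed D2; compounds were pin-added after a 10 s baseline, read kinetically 180 s, then an EC20 dopamine challenge followed with a further 180 s calcium read.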
# D1 agonist: Allosteric Agonists of the Human D1 Dopamine Receptor: qHTS. D(1A) dopamine receptor (Homo sapiens), P21728. HEK293 T-REx D1 cells, calcium flux, agonist mode. activation, % at 2 µM. 360,000 compounds, 1% hits; in the data active = activation above about 30%; also: 0% is about no effect
#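 Inducible HEK293 T-REx D1 cells, force-coupled to calcium signalling, were plated at 4000 cells/well with tetracycline and held overnight at 30 C. After no-wash calcium dye loading, compound-evoked calcium rise over 180 s flagged agonists.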
# D1 PAM: Potentiators of Human D1 Dopamine Receptor: qHTS | HEK293 TREx D1 cells, calcium flux, dopamine EC20 potentiation | AID 504651, 2011 | potentiation, % at 10 µM | D(1A) dopamine receptor (Homo sapiens), P21728 | 360,000 compounds, 0.036% hits; in the data active = potentiation above about 30%; also: 0% is about no effect
# Apoferritin bind: qHTS Assay for Identification of Novel General Anesthetics. Ferritin light chain (Equus caballus), P02791. apoferritin/1-aminoanthracene competitive binding, fluorescence. Potency, µM (titrated, usually from 77.5 µM), for the others: top-dose activity change, negative = displacement, most hits filed as inhibitors. 350,000 compounds, 0.074% hits. AID 485281, 2010; also: potency is read from the fitted curve at half-maximal effect; % is scaled to controls: 0 for no effect and ±100 for the full control effect; nearly all actives have a fitted effect of over 20% in size
# Target sequence (P02791 2-175 limits assumed): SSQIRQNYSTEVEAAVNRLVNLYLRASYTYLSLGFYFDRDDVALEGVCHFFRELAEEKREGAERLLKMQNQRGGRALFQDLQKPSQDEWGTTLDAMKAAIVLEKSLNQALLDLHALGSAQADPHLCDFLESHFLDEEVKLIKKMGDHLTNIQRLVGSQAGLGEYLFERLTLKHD
#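 Concentration-response curves derived by four-parameter Hill fitting of normalized fluorescence, where compounds displaced 1-AMA from 10 uM horse apoferritin following a brief 10 min room-temperature incubation; propofol titration acted as positive control.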
# D1 antag: Antagonist of Human D 1 Dopamine Receptor: qHTS | D(1A) dopamine receptor (Homo sapiens), P21728 | HEK293 TREx D1 cells, calcium flux, dopamine EC80; hits give low values | activity change, negative = inhibition, % at 10 µM | 360,000 compounds, 3.2% hits; in the data active = activity change below about -30%; also: % is scaled to controls: 0 for no effect and ±100 for the full control effect
#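 Antagonism measured as reduced calcium response to an EC80 dopamine addition following 180 s compound pre-read; cells were inducible HEK293 Trex D1 plated overnight at 30 C, read kinetically at 1 cycle/sec.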
# TRHR ag: qHTS for Small Molecule Agonists and Allosteric Enhancers of Human TRH Receptor: Primary Screen for Agonists. Thyrotropin-releasing hormone receptor (Homo sapiens), P34981. TRHR cells, calcium flux fluo-8, FDSS agonist mode. activation, % at 2 µM. 360,000 compounds, 0.18% hits. AID 493084, 2011; in the data active = activation above about 30%; also: 0% is about no effect
#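 Fluo-8-loaded TRHR cells; 10 s baseline, compound added, kinetic Ca2+ fluorescence read 1/s, agonist mode.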
# * hit, by the source's call; ? = inconclusive; / = no result given; [ ] = dose if it differs, or a comment. Unless noted, calls follow the shape of the dose curve; as a rule, active = well fitted curve in the direction sought with a large enough effect; inconclusive = small, poorly fitted or top-dose-only effect, or another doubt; inactive = no such curve, though single readings can be large; an effect the other way counts as inactive or inconclusive.
SMILES,RXFP1 agonist,RXFP1 antagonist,TRHR enhancer,D2 potentiator,D1 agonist,D1 PAM,Apoferritin bind,D1 antag,TRHR ag
COc1cccc(C2NC(=O)NC(C)=C2C(=O)OCC2CCCCC2)c1 (stereo unspecified),0.9%,-2,-3,-6,4,3,2%,-3,0.9
N#Cc1ccccc1N=C1CCCN1Cc1ccccc1,2.0%,2,-5,-17,1,1,-21%,-6,-0.8
c1ccc(Cn2nnc3c(Nc4ccc5c(c4)OCO5)nc(C4CC4)nc32)cc1,10%,0,-4,1,0,0,9%,-12,-0.2
COC(=O)Cc1ccc(NC(=S)NCCO)cc1,1.9%,0,-3,10,2,2,0%,5,0.5
COC(=O)c1cc(OC)c(OC)cc1NC(=O)c1c(-c2ccccc2)noc1C,0.3%,-3,-9,5,5,4,7%,-5,-0.4
Cc1nn(-c2ccc(N3CCCC3)nn2)c(C)c1CCC(=O)N1CCN(c2ccc(F)cc2)CC1,4.0%,3,7,14,0,-8,-16%,-6,-0.6
O=C(Nc1ccc(Cl)cc1F)c1cc(S(=O)(=O)NC2CCCCCC2)ccc1F,5.6%,-29,19,3,11,0,?,-5,0.9
CCC(=O)N1CCc2cc(S(=O)(=O)CCC(=O)N3CCN(c4cccc(C)c4C)CC3)ccc21,1.1%,/,5,0,-1,1,1%,10,-0.9
C=C(C)COc1ccc(-c2ncncc2-c2ccccc2)c(O)c1,1.5%,-12,0,-9,4,-4,-3%,2,0.4
CCCN1C(=O)SC(CC(=O)Nc2ccccc2C)C1=O (stereo unspecified),-2.1%,-1,3,27,-2,-5,3%,11,0.0
CCOC(=O)c1cc(-c2ccccc2)sc1NC(=O)C(C)N1C(=O)NC(C)(c2ccc(Cl)cc2)C1=O (stereo unspecified),-2.1%,-12,0,3,3,-1,0%,6,0.4
COc1ccc(CCNC(=O)c2cc3c(=O)n(C)c4ccccc4c3n2C)cc1OC,-3.8%,-19,7,-12,1,0,-2%,-14,0.0
O=C(O)c1cccc(C(=O)c2cccc(C(=O)O)c2)c1,2.1%,-2,-2,3,3,-3,0%,14,0.0
O=C(NCCc1ccccc1)c1noc2c1CCCCC2,4.6%,7,3,1,1,-5,?,1,-0.2
Cc1cc(NC(=O)COC(=O)CCS(=O)(=O)c2ccc(Cl)cc2)no1,0.1%,4,4,17,1,-1,-8%,9,-0.2
O=C(NC(=S)Nc1cccnc1)c1cc2ccccc2o1,1.6%,-7,0,4,2,-2,-7%,-45*,-0.2
CN(C)S(=O)(=O)c1ccc(C(=O)NCCS(=O)(=O)N2CCN(c3ccc(F)cc3)CC2)cc1,3.3%,-9,-1,2,7,-8,4%,-2,-0.2
O=C(NCc1noc2ccccc12)N1CCN(c2ccccc2)CC1,-1.8%,-10,-6,2,0,-2,-7%,-7,1.0
CSc1ncccc1C(=O)OCc1nc2ccsc2c(=O)[nH]1,4.2%,-5,6,/,3,-3,/,5,-0.1
Cc1cc(NC(=O)CSc2nc(N)c(NC(=O)c3ccccc3)c(=O)[nH]2)no1,-4.7%,-9,-5,9,4,1,5%,-21,0.7
COCCn1c(-c2ccccc2)nc2oc3ccccc3c(=O)c2c1=O,1.0%,9,11,-2,1,-2,-3%,-8,0.2
CC(=O)Nc1ccc(NC(=O)c2c(-c3ccccc3Cl)noc2C)c(C)c1,-0.6%,-9,-1,1,3,1,-5%,-5,-0.4
COc1ccc(CNC(=O)C2Cc3ccccc3CN2C(=O)c2ccco2)cc1 (stereo unspecified),1.6%,4,-3,12,2,-5,4%,0,0.3
COc1ccc(-n2c3c(c(=O)[nH]c2=O)C(NC(=O)c2ccncc2)(C(F)(F)F)C(=O)N3)cc1 (stereo unspecified),0.5%,-2,-3,/,2,-5,-5%,5,-0.9
Cc1ccc(-n2nc(C)c3c(C)c(CCC(=O)NCc4ccc(Cl)cc4)c(C)nc32)cc1,-0.7%,-2,3,-5,0,-2,-4%,4,0.6
O=C(O)c1ccc2cc[nH]c2c1,-0.2%,-4,1,-3,0,0,-10%,5,0.5
COCCN1C(=O)c2ccccc2C(C(=O)NCc2ccco2)C1c1c[nH]c2ccccc12 (stereo unspecified),0.1%,-4,3,2,3,-3,-11%,9,-0.3
O=C1Cc2cc(S(=O)(=O)N3CCCCC3)cc3c2N1CCC3,1.4%,-24,-4,-8,-1,-3,-10%,/,0.2
Cc1ccccc1OCC(O)Cn1c(Br)nc2c1c(=O)n(C)c(=O)n2C (stereo unspecified),3.2%,1,4,-2,6,-2,-2%,3,0.3
COc1ccc(CNC(=O)c2cc(=O)c3ccc(C)c(C)c3o2)cc1,12%,-6,3,-14,2,0,-7%,2,-1.0
CCOC(=O)c1c(C)c(-c2ccccc2)n(CC(=O)NCc2cccc(OC)c2)c1C,2.0%,/,-4,-5,6,-8,-5%,2,0.4
COC(=O)c1cc(C(=O)N2CCN(C(=O)c3ccco3)CC2)cc([N+](=O)[O-])c1,0.7%,-10,1,-2,1,3,0%,-16,0.4
CCC(=O)N1CCN(c2nc3ccccc3s2)CC1,2.1%,-4,5,3,0,-2,-3%,-1,0.0
O=C1N(Cc2cccnc2)C[C@@H]2C[C@@H](c3ccc(C(F)(F)F)cc3)N3CCC[C@@]123,-0.2%,-12,-10,14,2,-4,-23%,9,1.0
COC(=O)c1cc(NC(=O)CSc2nnc(CN3CCOCC3)n2C)ccc1Cl,0.4%,7,0,-1,2,0,-6%,-27,-0.2
CC[n+]1c(S(=O)(=O)[O-])ccc2ccc(C)cc21,2.7%,-3,-2,6,0,-2,-5%,16,-1.0
Cn1c(N)c(C(=O)CCl)c(=O)n(Cc2ccccc2)c1=O,1.2%,/,-1,-3,6,-4,-11%,-3,0.3
CCCC(=O)Nc1c2c(nc3ccccc13)N(c1ccccc1)CC2,6.0%,-21,-1,/,1,-2,223%[activator],0,0.4
CC(=O)NC(CC(=O)NNC(=O)C(C)Oc1ccccc1F)c1ccccc1 (stereo unspecified),2.8%,-9,-9,4,4,1,/,-1,0.2
Cc1ccc(NC(=O)NCC(c2cccnc2)N2CCOCC2)cc1 (stereo unspecified),0.9%,0,-1,5,0,1,-8%,-9,0.4
Cc1cc(CNC(=O)COC(=O)Cn2[nH]c(=O)c3ccccc3c2=O)cc(C)c1O,2.7%,8,1,/,1,0,/,-20,0.0
CC(Sc1oc(-c2cccs2)nc1S(=O)(=O)c1ccccc1)c1ccccc1 (stereo unspecified),-5.2%,-17,-5,17,4,1,-8%,9,0.8
COc1cccc(-c2nc(C=O)cs2)c1,8.7%,5,3,3,3,4,?,12,0.3
CCN(CC)S(=O)(=O)c1cccc(C(=O)Nc2sc3c(c2C#N)CCC(C)C3)c1 (stereo unspecified),1.5%,/,1,3,4,-4,0%,3,0.1
c1ccc(-c2ccc(Oc3cc(N4CCOCC4)nc(-c4ccccc4)n3)cc2)cc1,0.9%,11,-19,3,2,2,-8%,2,0.5

# Compound profiles, from the list above.
# CCN(CC)S(=O)(=O)c1cccc(C(=O)Nc2sc3c(c2C#N)CCC(C)C3)c1 (stereo unspecified) is listed as RXFP1 agonist: 1.5%; RXFP1 antagonist: /; TRHR enhancer: 1; D2 potentiator: 3; D1 agonist: 4; D1 PAM: -4; Apoferritin bind: 0%; D1 antag: 3; TRHR ag: 0.1
# CC(Sc1oc(-c2cccs2)nc1S(=O)(=O)c1ccccc1)c1ccccc1 (stereo unspecified) is listed as RXFP1 agonist: -5.2%; RXFP1 antagonist: -17; TRHR enhancer: -5; D2 potentiator: 17; D1 agonist: 4; D1 PAM: 1; Apoferritin bind: -8%; D1 antag: 9; TRHR ag: 0.8

# More structures:
SMILES,RXFP1 agonist,RXFP1 antagonist,TRHR enhancer,D2 potentiator,D1 agonist,D1 PAM,Apoferritin bind,D1 antag,TRHR ag
O=C(CN1C(=O)c2cccc3cccc(c23)C1=O)N1CCCCCC1,-1.3%,29,-5,-3,2,-1,-21%,6,0.1
COc1cc(NC(=S)N2CCN(CCO)CC2)cc(OC)c1,3.6%,6,-8,19,2,-6,-4%,-11,0.2
COc1ccc(CNC(=O)c2cccs2)cc1,-1.5%,11,-6,4,7,-7,-5%,-9,-1.0
COc1cccc(C(=O)Nc2ccccc2-c2nc(-c3ccc(C)cc3)no2)c1,0.2%,-3,5,-2,2,0,7%,2,0.4
N#CCCn1ncn(-c2ccccc2)c1=S,-0.2%,-9,5,2,2,2,-8%,3,-0.3
CCc1nnc(NC(=O)CSc2nc(C)c3c(c2C#N)CCCC3)s1,8.1%,-2,3,-2,7,3,-7%,-1,-0.1
Cc1cc(OC(=O)N2CCOCC2)cc(C)c1Cl,3.1%,-4,0,15,0,-2,-18%,0,-0.7
N#Cc1ccccc1NC(=O)C(=O)NCC(c1cccnc1)N1CCc2ccccc21 (stereo unspecified),-0.7%,-17,-4,-3,3,0,0%,-5,0.0
COc1ccc(S(=O)(=O)NCCc2csc(-c3cccnc3)n2)cc1,10%,-3,1,-12,1,-3,-1%,-10,-0.2
N/C(=N\OC(=O)c1ccc(Cl)cc1Cl)c1ccccc1,-1.9%,23,1,-1,6,4,-8%,4,0.4
COc1ccc(N2C(=O)C3C(C2=O)C2C=CC3C23CC3)c([N+](=O)[O-])c1 (stereo unspecified),1.0%,-9,0,-4,2,-4,-14%,-12,-0.2
Cc1ccc(C(=O)NCCN2CCNC2=O)cc1,-0.9%,-3,5,11,2,3,1%,0,-0.6
Cc1ccc(N2C(=O)CC(Sc3ncn[nH]3)C2=O)cc1 (stereo unspecified),-1.9%,-6,10,12,2,-1,-15%,4,0.0
Cc1onc(-c2ccccc2Cl)c1C(=O)Nc1ccc(-n2nncc2-c2ccco2)cc1,1.8%,-24,7,-5,2,-8,-12%,-15,0.3

# Compound activity deposited in PubChem by National Center for Advancing Translational Sciences (NCATS).

# Not all compounds are listed; rates above refer to the full screens.
